Bioassay records: PubChem BioAssay, Dana-Farber Cancer Institute and Novartis Institutes for BioMedical Research (Cambridge, Mass)
USP28 block: blocks human USP28 ubiquitin-rhodamine cleavage; Q96RU2; purified USP28, Ub-rhodamine cleavage fluorescence, 30 min; inhibition, % at 25 µM; 47,000 tested, 3% active
USP7 inh: human USP7 deubiquitinase inhibition | Q93009 | purified USP7, Ub-rhodamine cleavage fluorescence | inhibition, % at 20 µM | 47,000 tested, 0.3% active
USP10 block: human USP10 deubiquitinase inhibition; Q14694; purified USP10, Ub-rhodamine fluorescence, 60 min; inhibition, % at 20 µM; 47,000 tested, 1.1% active
Target sequence (Q14694 whole entry, looked up): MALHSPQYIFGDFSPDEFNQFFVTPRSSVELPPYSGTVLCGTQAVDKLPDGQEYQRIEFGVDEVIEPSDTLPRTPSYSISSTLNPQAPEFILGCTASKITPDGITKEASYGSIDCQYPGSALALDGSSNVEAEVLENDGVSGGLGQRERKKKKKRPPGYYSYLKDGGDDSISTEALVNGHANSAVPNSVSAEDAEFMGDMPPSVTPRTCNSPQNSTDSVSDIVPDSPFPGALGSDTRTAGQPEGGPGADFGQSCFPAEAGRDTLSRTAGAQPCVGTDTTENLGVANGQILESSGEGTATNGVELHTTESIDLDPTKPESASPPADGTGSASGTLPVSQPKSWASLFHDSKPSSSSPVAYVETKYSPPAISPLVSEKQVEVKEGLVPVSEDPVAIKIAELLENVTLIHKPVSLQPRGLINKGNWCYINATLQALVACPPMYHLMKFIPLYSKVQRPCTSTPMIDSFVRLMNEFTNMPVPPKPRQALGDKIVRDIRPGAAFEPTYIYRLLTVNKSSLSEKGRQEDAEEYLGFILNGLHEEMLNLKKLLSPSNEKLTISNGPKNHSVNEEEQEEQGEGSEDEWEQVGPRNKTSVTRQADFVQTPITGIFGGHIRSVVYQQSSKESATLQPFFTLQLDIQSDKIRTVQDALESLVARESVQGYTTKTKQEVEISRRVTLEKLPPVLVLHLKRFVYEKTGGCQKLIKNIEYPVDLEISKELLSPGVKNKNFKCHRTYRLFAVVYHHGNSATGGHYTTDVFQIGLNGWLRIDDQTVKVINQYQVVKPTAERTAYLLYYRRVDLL
UCHL1 block: inhibitors of human UCHL1 deubiquitinase; inhibition, % at 20 µM; purified UCHL1, Ub-rhodamine cleavage fluorescence; AID 1645859; P09936; 47,000 tested, 0.2% active
Target sequence (P09936 whole entry, looked up): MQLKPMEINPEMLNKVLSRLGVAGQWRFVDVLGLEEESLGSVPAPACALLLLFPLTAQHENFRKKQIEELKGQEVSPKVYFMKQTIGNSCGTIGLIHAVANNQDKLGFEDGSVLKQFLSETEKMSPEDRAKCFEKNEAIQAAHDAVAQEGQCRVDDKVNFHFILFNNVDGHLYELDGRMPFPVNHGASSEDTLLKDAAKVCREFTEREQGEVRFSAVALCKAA
OTUD3 block: inhibitors of human OTUD3 deubiquitinase; purified OTUD3, Ub-rhodamine fluorescence, 2 h; inhibition, % at 25 µM; 47,000 tested, 0.7% active
USP8 inh: human USP8 deubiquitinase inhibition; purified USP8, Ub-rhodamine cleavage fluorescence, 30 min; inhibition, % at 20 µM; 47,000 tested, 4.2% active; AID 1645853
USP30 inh: blocks human USP30 ubiquitin-rhodamine cleavage; Q70CQ3; AID 1645860; inhibition, % at 25 µM; 47,000 tested, 5.3% active; purified USP30, Ub-rhodamine cleavage fluorescence
USP17 block: inhibitors of human USP17 deubiquitinase | A8MUK1 | purified USP17, Ub-rhodamine cleavage fluorescence, 3 h | inhibition, % at 50 µM | 47,000 tested, 6.5% active | AID 1645855
Starred values were filed as active, the others as inactive; i = inactive; / = not tested or not shown. Cut-off read from the data, not from the text of the source: active = inhibition above about 30%; inactive = the rest.

SMILES	USP28 block	USP7 inh	USP10 block	UCHL1 block	OTUD3 block	USP8 inh	USP30 inh	USP17 block
CC(C)NC(=O)N1CCC2(CC1)OC(C(=O)Nc1ccccc1)Cn1ccnc12 (stereo not drawn)	1	0	1	-3	-3	-7	18	-7
Cn1c(SCC(=O)Nc2ccccc2Br)nnc1-c1ccccn1	8	3	3	1	8	3	14	9
CC(=O)NC(Cc1ccc(C)cc1)C(=O)NC1CCN(C(=O)Nc2ccc(C)cc2)CC1 (stereo not drawn)	6	-33	1	3	12	-29	23	2
Cc1cccc(Nc2cccc(C3CCCN3S(=O)(=O)N(C)C)n2)n1 (stereo not drawn)	-16	-3	2	-3	-13	-10	-15	-30
CC(NC(=O)c1ccccc1)c1nc2ccccc2n1CC(=O)NC1CCCCC1 (stereo not drawn)	8	3	4	2	9	65*	39*	39*
COc1ccc(C(=O)N(C)C2(C(=O)Nc3c(C)cccc3C)CCCCC2)cc1	-4	-22	0	-2	5	3	-2	8
CN(C)C(=O)c1ccc2c(c1)N(CC(=O)Nc1ccc(Cl)cc1)C(=O)C1CCCCN21 (stereo not drawn)	-30	-11	-5	-10	-22	-15	-62	-5
CC[C@@H]1CC23OC(=O)C(=C2O)OC(=O)[C@]2(C)[C@H](CCCC[C@]3(C)C=C1C(=O)O)C(C)=C[C@@H]1C(O[C@@H]3O[C@H](C)[C@@H](OC(=O)c4c(C)cccc4OC)[C@H](O[C@H]4C[C@H](O)[C@H](OC)[C@@H](C)O4)[C@H]3O)[C@@H](O)CC[C@H]12 (stereo partly drawn)	-141	-21	-7	-30	-114	-165	i	-167
COc1ccccc1CNC(=O)Cn1c(=O)c2c(ncn2CC(C)C)n(Cc2ccccc2)c1=O	18	1	9	-2	16	26	31*	19
COc1ccc(-c2cc(N3CCC(NC(=O)c4ccccn4)C3)n[nH]2)cc1 (stereo not drawn)	7	-1	1	-1	10	-2	18	4
C[C@]12CN(S(=O)(=O)c3ccc(F)cc3)C[C@H]1NC(=O)c1ccccc1C2=O	8	3	1	-1	0	6	24	4
COc1cccc(C(=O)Nc2ccc(N)cn2)c1	-37	/	-5	-14	-40	-21	-158	4
CC(=O)Nc1ccc(NC(=O)C2CC(=O)Nc3cc(F)ccc32)cc1 (stereo not drawn)	10	1	0	2	13	10	22	7
O=C(Oc1ccc2c(c1)OCO2)C(c1ccccc1)c1ccccc1	19	10	9	8	20	31*	13	15
CCc1cccc(C)c1NC(=O)C1CCN(C(=O)C2CC(=O)N(c3ccc(C)cc3)C2)CC1 (stereo not drawn)	-7	-2	1	-2	-1	-9	-7	/
COc1cccc(C2c3[nH]c4ccccc4c3C[C@@H]3C(=O)N(C4CCCC4)CC(=O)N23)c1 (stereo partly drawn)	-32	-5	-10	-2	-33	-26	-111	-50
O=C(c1cccnc1)N1CCCCCC1c1cc(-c2ccc(F)cc2)on1 (stereo not drawn)	-7	0	-2	1	-5	-4	-17	-10
COc1ccc(S(=O)(=O)NCc2ccc3c(c2)cc(C)n3C)cc1	-87	-23	-6	-24	-80	-22	-373	-44
Cc1nn(C(C)C(=O)NC2CC2)c2ccccc12 (stereo not drawn)	-13	0	1	-2	-4	-3	-4	-1
Cc1cccc(NC(=O)Cn2c(C)ncc(C(=O)NC3CCCC3)c2=O)c1C	-4	-56	-5	0	5	5	13	3
Cc1cc(C)cc(C2(C(=O)N3C[C@H](c4ccccc4)[C@H]4COCC[C@H]43)CCOCC2)c1	1	0	-2	5	0	12	8	12
COc1ccc(NC(=O)Cc2ccc3c(c2)OCCO3)cc1S(=O)(=O)N1CCCCC1	-1	1	2	3	-1	-9	-2	0
Cc1ccc(CNc2c(S(=O)(=O)c3ccccc3)cnc3ccc(F)cc23)cc1	-2	-1	10	4	-1	1	13	0
CCCCOc1ccc(CNc2cc(-n3nc(C)cc3C)ncn2)cc1	10	14	8	10	6	-14	13	13
COc1cccc2cc(C(=O)N3CCc4nc(NC(=O)C5CCCO5)sc4C3)oc12 (stereo not drawn)	14	6	-5	2	-1	-22	-8	34*
O=C(NC1CCCCC1)C(c1ccc(F)cc1)N(C(=O)c1ccc(-c2ccccc2)[nH]1)C1CCN(Cc2ccccc2)CC1 (stereo not drawn)	4	11	1	3	3	13	0	5
Cc1ccc(S(=O)(=O)N2CCOCC2CCc2cnccn2)cc1 (stereo not drawn)	-5	-5	-1	0	0	0	6	-2
COCCN(C)C(=O)c1ccc2nnc3ncn(CC(C)C)c3c2c1	-7	0	-1	-1	-3	-4	-7	-2
Cc1cccc(Nc2ccc(N3CCN(C(=O)c4ccccc4Cl)CC3)nn2)n1	15	6	1	1	12	4	25	12
COCC(=O)N1CCCC(c2nc(N)ncc2-c2ccc(F)cc2)C1 (stereo not drawn)	1	0	0	1	9	19	7	-3
Cc1cc(N2CCN(S(=O)(=O)N3CCOCC3)CC2)nc(C)n1	-6	-1	1	0	-2	3	2	-3
CN1CC2C(C1)C1CCC2C1OC(=O)c1ccccc1 (stereo not drawn)	15	5	-1	3	6	19	15	8
CN(C)CC1CCC2(CC1)CN(Cc1ccncc1)Cc1ccccc1O2 (stereo not drawn)	-4	1	2	-2	-5	-6	0	-7
CN(C)C(=O)N1C[C@@H]2C(=O)N(C)C3(CCN(C(=O)Cc4ccccc4)CC3)[C@@H]2C1	14	1	3	0	13	8	25	-1
O=C(CCn1c(=O)c2sccc2n(CC(=O)OCc2ccccc2)c1=O)NCc1ccc2c(c1)OCO2	16	16	36*	5	35*	61*	52*	30
COc1ccccc1NC(=O)N(CCCN1CCOCC1)Cc1cc2cc(C)cc(C)c2[nH]c1=O	3	6	1	4	5	10	22	9
CCn1cnc2c(-c3ccccc3)cn(CC(=O)NCc3ccc4c(c3)OCO4)c2c1=O	9	-3	11	-1	7	14	20	51*
COc1ccc(S(=O)(=O)Nc2ccc(S(=O)(=O)Nc3ccccc3C)cc2)cc1OC	0	1	2	-2	2	3	4	2
Cc1ccc(Cl)cc1N1CCN(C(=O)c2cn(C)nn2)CC1	17	2	2	4	14	14	26	16
O=C1Nc2cc(C(=O)N3CCC(N4CCCCC4)CC3)ccc2N2CCCCC12 (stereo not drawn)	8	6	-2	0	1	0	0	3

Results in USP7 inh, USP10 block and USP8 inh (seven entries from above):
SMILES | USP7 inh | USP10 block | USP8 inh
Cc1cccc(Nc2ccc(N3CCN(C(=O)c4ccccc4Cl)CC3)nn2)n1 | 6 | 1 | 4
COCC(=O)N1CCCC(c2nc(N)ncc2-c2ccc(F)cc2)C1 (stereo not drawn) | 0 | 0 | 19
Cc1cc(N2CCN(S(=O)(=O)N3CCOCC3)CC2)nc(C)n1 | -1 | 1 | 3
CN1CC2C(C1)C1CCC2C1OC(=O)c1ccccc1 (stereo not drawn) | 5 | -1 | 19
CN(C)CC1CCC2(CC1)CN(Cc1ccncc1)Cc1ccccc1O2 (stereo not drawn) | 1 | 2 | -6
CN(C)C(=O)N1C[C@@H]2C(=O)N(C)C3(CCN(C(=O)Cc4ccccc4)CC3)[C@@H]2C1 | 1 | 3 | 8
O=C(CCn1c(=O)c2sccc2n(CC(=O)OCc2ccccc2)c1=O)NCc1ccc2c(c1)OCO2 | 16 | 36* | 61*

More results follow.
SMILES	USP28 block	USP7 inh	USP10 block	UCHL1 block	OTUD3 block	USP8 inh	USP30 inh	USP17 block
COc1ccc(CCNC(=O)[C@@H](NC(=O)[C@@H]2Cc3c([nH]c4ccccc34)C3c4ccccc4C(=O)N32)C(C)C)cc1 (stereo partly drawn)	-24	-10	-14	-6	-28	-3	-104	-32
Cc1nc(CN2CCC3(CC2)OC(C(=O)N2CCOCC2)Cn2ccnc23)cs1 (stereo not drawn)	-43	1	-4	0	-32	-93	-157	-47
CCOc1cc(CN2CCCC2c2cccc(F)c2)ccc1OCC(N)=O (stereo not drawn)	-2	-4	-5	-3	0	6	-28	-17
CC(Oc1c(-c2ccco2)oc2ccccc2c1=O)C(=O)O (stereo not drawn)	-60	-29	-6	-10	-28	-43	-321	-49
Cc1ccnc(N2C(=O)c3ccccc3C2Nc2ccc(Cl)cc2)c1 (stereo not drawn)	10	7	10	9	2	10	12	8
Cn1cc(S(=O)(=O)N2CCCC2)cc1C(=O)N1CCN(Cc2ccccc2)CC1	-1	0	0	-2	5	-4	-5	-2
Clc1cc(Cl)cc(Nc2nc(CN3CCOCC3)nc3sc4c(c23)CCC4)c1	-30	-37	-5	-1	-9	-5	-75	-8
CC(C)CN1[C@H]2CCN(c3ncccn3)CC[C@@H]2Oc2ccccc2S1(=O)=O	-8	-11	10	0	-8	-6	-48	-16
CN(Cc1c(F)cccc1Cl)c1nc(C(F)(F)F)nc2ccccc12	18	/	6	7	8	0	13	27
Cc1nccc(CN2CCC3(CC2)Nc2cc(Cl)ccc2C2=NCCN23)n1	-6	-1	-3	-2	-12	0	-25	-71
Cc1ccccc1NC(=O)Cn1c(=O)n(-c2ccc(CC(=O)NCCc3ccccc3)cc2)c(=O)c2sccc21	5	32*	51*	8	29	84*	-1	24
COC(=O)c1ccc(N2CCN(C(=O)c3ccccc3)CC2)c(NC(=O)/C=C/c2ccc(C(C)C)cc2)c1	-14	8	9	3	-6	0	-14	-16
c1ccc2c(CN3CCN(C4CCCCCC4)CC3)c[nH]c2c1	-9	-1	-1	-3	0	3	-10	-24
CCc1ccccc1NC(=O)CNC(=O)c1cc2ccccc2o1	10	7	4	0	1	25	2	6
Cc1nn2c(CNC(=O)c3cccc(N(C)C)c3)c(C)nc2s1	-9	-1	0	-4	0	-10	-15	-5
O=C(NCc1cccnc1)c1cccc(-c2ccc(N3CCCC3)nc2)c1	/	-11	-2	0	-3	2	/	-1
Cc1cn2c(=O)c(C(=O)Nc3ccccc3C)cnc2s1	0	3	5	2	3	1	-24	23
COc1cccc(-c2cnc(C(O)c3ccccc3)[nH]2)c1 (stereo not drawn)	4	3	-2	1	-5	-2	0	-2
CC1=C2C(=CO[C@H](C)[C@H]2C)C(=O)C(C(=O)O)=C1O	-14	-119	0	-113	-19	-287	-77	22
O=C(NCC1OCCc2ccccc21)c1ccccc1Br (stereo not drawn)	0	0	0	0	10	0	-9	10
CSc1nnc(NC(=O)c2cc(-c3cc(Cl)ccc3O)n[nH]2)s1	12	12	18	3	11	24	23	19
NC(=O)c1cccc(NC(=O)c2cccc(Cl)c2Cl)c1	16	-3	4	1	19	2	16	10
COc1ccc(-n2c(C)c(C)n3c4c(=O)[nH]c(=O)n(C)c4nc23)c(OC)c1	1	-1	0	-1	1	-35	-5	3
O=C(O)c1ccc(Cn2nnc3ccccc32)cc1	-3	-1	1	-6	-2	0	0	0
O=C(CCC1CCCC1)N1CCN(C(=O)c2cc(-c3ccncc3)n[nH]2)CC1	-1	0	1	-1	-5	2	-100	1
COc1ccc(-n2cc(-c3ccccc3)c3c(NC4CC4)ncnc32)cc1	7	0	4	10	-1	3	4	5
Cc1ccccc1CNC(=O)C1CCN(S(C)(=O)=O)c2ccccc2O1 (stereo not drawn)	-5	0	1	-1	-1	-8	1	-11
O=C(c1ccccn1)N1CC[C@@H]2CN(Cc3cccc(Cl)c3)S(=O)(=O)[C@@H]2CC1	3	-4	0	0	1	-10	12	-3
COc1cccc(CNC(=O)N2CCC3(CC2)CC(=O)c2ccccc2O3)c1	-1	2	0	-2	-1	-61	-10	-9
Cc1cc(S(=O)(=O)C(CNC(=O)c2ccccc2F)c2cccnc2)ccc1F (stereo not drawn)	6	5	2	2	18	23	25	15
COCCCN1CC(=O)N2C(c3ccc([N+](=O)[O-])cc3)c3[nH]c4ccccc4c3C[C@H]2C1=O (stereo partly drawn)	-15	-5	0	2	-12	-123	-14	-22
O=C(NCc1cccc(C(F)(F)F)c1)C1Cc2c(ccc3ccccc23)O1 (stereo not drawn)	8	-2	3	-1	8	-60	20	14
COc1ccc(OC)c(N(CC(=O)NC2CCCCC2)C(=O)CCC(=O)Nc2ccccn2)c1	3	8	0	5	-7	13	30*	9
CCc1nnc(-c2cc(S(=O)(=O)NC3CCCCC3)c[nH]2)o1	3	4	-1	-2	-3	7	5	3

3 entries from above, arranged by number of heavy atoms, ascending:
SMILES	USP28 block	USP7 inh	USP10 block	UCHL1 block	OTUD3 block	USP8 inh	USP30 inh	USP17 block
O=C(O)c1ccc(Cn2nnc3ccccc32)cc1	-3	-1	1	-6	-2	0	0	0
COCCCN1CC(=O)N2C(c3ccc([N+](=O)[O-])cc3)c3[nH]c4ccccc4c3C[C@H]2C1=O (stereo partly drawn)	-15	-5	0	2	-12	-123	-14	-22
COc1ccc(OC)c(N(CC(=O)NC2CCCCC2)C(=O)CCC(=O)Nc2ccccn2)c1	3	8	0	5	-7	13	30*	9
